# Bioassay records: PubChem, Broad Institute
# PglD inh: blocks C. jejuni PglD acetyltransferase activity | purified PglD enzyme, DTNB colorimetric CoA detection | inhibition, % at 12.5 µM | actives 0.098% (n = 360,000); in the data active means inhibition above about 16%, passing the limit was not always enough; further: strong numbers were not always called active
# PGC1a acetyl inh: PGC1a acetylation modulation, inhibitor mode; U2OS PGC1a acetylation, AlphaScreen anti-acetyl-lysine; with virally co-expressed GCN5 acetyltransferase; inhibition, % at 15.6 µM; actives 0.17% (n = 350,000);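 active means every replicate shows inhibition of at least 40%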;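 further: 0% = neutral control wells and 100% = positive control wells; some results beyond the cut were filed as inactive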
# PAX8 reporter: inhibitors of PAX8 transcriptional activity in RMG-I cells; actives 1.2% (n = 360,000); AID 652154; inhibition, % at 12.6 µM; RMG-I TPO-luciferase reporter, SteadyGlo, 24 h;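 active means mean replicate inhibition at least 60% with every replicate also reaching 60%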;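 further: luciferase light reporting Pax8 driven TPO promoter activity; plate controls were median of neutral control wells for no effect and mitoxantrone controls for full effect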
# LGR2 inh: inhibitors of bursicon-induced Drosophila LGR2 receptor cAMP signaling | HEK293 LGR2, CRE-luciferase, bursicon-stimulated, 4 h | inhibition, % at 9.99 µM | actives 0.35% (n = 380,000) | AID 720647;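 active means drop in luminescence signal, shown as inhibition above about 50% in the replicate tests, limit read from the data, passing the limit was not always enough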;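 further: agonist challenge used bursicon conditioned medium at about half maximal strength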
# Cneo AK release: causes C. neoformans cell lysis | adenylate kinase release luminescence, 4 h; normalised: neutral wells 0, clomiphene wells 100 | actives 0.2% (n = 360,000) | AID 651654 | lysis activity, % at 15 µM;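 active means mean lysis activity across replicates of at least 80%, whatever share of replicates individually reach that level; inactive means mean lysis activity below 80%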
#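 Material: C. neoformans cells | Amount: Yeast cell density of 5 × 10^6 cells/mL | Medium: Fresh YPD growth medium | Dosing: Single dose | Times: Static 4 h at 37 °C with compound, 1 h detection | Detection: AK luminescence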
# GSIS activator: GLuc luminescence reporter in INS-1E cells, primary screen for activators of glucose-dependent secretion of insulin. activation, % at 16.6 µM. actives 0.61% (n = 370,000). INS-1E GLuc reporter insulin secretion, 2-3 h. AID 743287;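 active means lowest replicate activation of at least 40%, so every replicate reaches that level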;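 further: 0% = median of neutral control wells and 100% = median of IBMX positive control wells; some compounds called inactive have numbers as strong as hits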
# ARNT-TACC3 inh: ARNT/TACC3 interaction disruption | AlphaScreen His-ARNT PAS-B/GST-TACC3 binding, luminescence; TACC3 fragment carries E629A point mutation | inhibition, % at 9.99 µM | actives 0.66% (n = 390,000) | Q9Y6A5;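 active means mean inhibition of replicates at least 50% and at least half of replicates each reaching 50%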;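 further: 0% = complete ARNT plus TACC3 wells and 100% = ARNT alone without TACC3; many hits fall short of the cut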
# Statin myotox sup: suppressors of simvastatin-induced myotoxicity in C2C12 myotubes; actives 0.78% (n = 330,000); rescue of ATP level, % at 7.49 µM; ATP luminescence, 48 h; scaled: DMSO 0, geranylgeraniol control 100; AID 602340;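 active means mean ATP rescue above about 67%, or every replicate alone reaching that limit, limit read from the data, passing the limit was not always enough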;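 further: myotubes were challenged with 10 µM simvastatin during compound exposure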
# Starred values were filed as active, the others as inactive; · = no result given; & = joins results of further samples. Rows were taken by chance (roughly 2.9% active in at least one column).
SMILES,PglD inh,PGC1a acetyl inh,PAX8 reporter,LGR2 inh,Cneo AK release,GSIS activator,ARNT-TACC3 inh,Statin myotox sup
COCC(=O)N1CCCCN2[C@H](C1)[C@@H](c1ccc(C#Cc3cccnc3)cc1)[C@@H]2CO,0,-4,8,3,-2,11,-3,·
Cc1[nH]nc(N=CC2=C(O)CC(C)(C)CC2=O)c1-c1ccccc1,-7,2&-10,-21,-31,-3,4,-16&-18,-2
Cc1nn(CCC(=O)NNC(=S)Nc2ccc(F)cc2)c(C)c1[N+](=O)[O-],2,-5,-22,·,-2,·,3,2
CC(=O)c1ccc(OCc2cc(C(=O)N(C)CC3COc4ccccc4O3)no2)cc1 (stereo not drawn),-1,9,-84,-18,-1,·,·,13
CS(=O)(=O)NN1C(=O)c2ccccc2NC1c1cc2ccccc2nc1Cl (stereo not drawn),·,5,-31,-95,·,4,-1,18
CCOCCCNCc1cccc(OC)c1,-4,7,·,·,0,·,-9,8
O=[N+]([O-])c1ccc(NNS(=O)(=O)c2cc(Cl)ccc2Cl)nc1,-4,·,-8,12,1,-36,22,2
C[C@H]1CN([C@@H](C)CO)C(=O)c2cc(NS(C)(=O)=O)ccc2O[C@H]1CN(C)CC1CC1,0,-5,-21,3,-3,14,0,3
COc1ccc(C2=NN(C(C#N)c3ccc(OC)c(OC)c3)C(c3ccccc3)C2)cc1 (stereo not drawn),-5,6,-240,·,-8,·,3,3
CCN(C(=O)c1ccc2c(c1)OCO2)C12CC3CC(CC(C3)C1)C2,-3,4,0,2,0,17,4,-7
CCCCOc1ccc(CNC(=O)NS(=O)(=O)c2ccc(OCC)cc2)cc1,-1,4,·,·,-4,·,-1,-3
CCCCCn1c(SCC(=O)CC(=O)OCC)nc2cc(C(=O)N3CCC(C(N)=O)CC3)ccc2c1=O,·,·,-11,8,·,-3,-1,·
O=C(C1CCN(S(=O)(=O)c2ccccc2)CC1)N1CCN(Cc2ccccc2)CC1,0,1,2,9,-1,-16,3,-12
CCCNC(=O)c1cc(-c2ccco2)on1,1,-4,·,-50,8,11,-3,-15
Cc1ccc(/C=C/C(=O)OCC(=O)NC(=O)NCc2ccccc2)cc1,2,·,2,4,0,2,·,3

# Of the compounds above, these contain an aryl methoxy group.
SMILES,PglD inh,PGC1a acetyl inh,PAX8 reporter,LGR2 inh,Cneo AK release,GSIS activator,ARNT-TACC3 inh,Statin myotox sup
CCOCCCNCc1cccc(OC)c1,-4,7,·,·,0,·,-9,8
COc1ccc(C2=NN(C(C#N)c3ccc(OC)c(OC)c3)C(c3ccccc3)C2)cc1 (stereo not drawn),-5,6,-240,·,-8,·,3,3

# (more compounds)
SMILES,PglD inh,PGC1a acetyl inh,PAX8 reporter,LGR2 inh,Cneo AK release,GSIS activator,ARNT-TACC3 inh,Statin myotox sup
CC(=O)N1c2ccc(S(=O)(=O)NCC3CCC(C(=O)N4CCC(C)CC4)CC3)cc2CC1C (stereo not drawn),-2,-14,4,-9,-2,1,4,7
C=CCN1C=C2C(=O)C(C)(OC(=O)c3cnc4ccccc4n3)C(=O)C=C2C=C1/C=C/COC (stereo not drawn),5,-2,9,·,-1,·,5,·
CC(C)NC(=O)N[C@@H]1CC[C@@H](CC(=O)NCc2ccc(Oc3ccccc3)cc2)O[C@@H]1CO,-4,-5,5,4,7,-6,-30,-9
COc1ccccc1NC(=O)COc1ccc(Br)cc1CNC1CCCC1,·,·,19,18,·,-27,-3,·
Cn1c(SCC(=O)c2ccc(O)c(O)c2)nnc1-c1ccccc1,6,2,-14,-13,1,-1,-19,-4
CC(C)CCN1CCNC(=O)C1CC(=O)Nc1ccc(F)cc1 (stereo not drawn),6,·,·,·,0,·,-4,9
CSCCC1NC(=O)C(C(C)=Nc2ccccc2)=C1O (stereo not drawn),2,9,-32,-5,1,-7,-21,-3
CO[C@H]1CN(C)C(=O)c2cc(NS(=O)(=O)CC(F)(F)F)ccc2OC[C@H](C)N(Cc2ccccn2)C[C@@H]1C,-2,-7,0,-20,17,11,2,0
Cc1ccccc1NS(=O)(=O)c1ccc(C(=O)NCC(c2ccco2)N2CCCCC2)cc1 (stereo not drawn),7,·,17,2,1,-6,-3,0
CC=Cc1ccc2n(c1=O)C[C@H]1[C@H](CO)[C@@H](C(=O)NCCCN3CCOCC3)N(C)[C@@H]21 (mixture of isomers),5,-2,-11,-2,0,9,-22,-6
Cc1ccc(S(=O)(=O)Nc2cccc3c2O[C@@H](CN(C)S(=O)(=O)c2ccccc2)[C@H](C)CN([C@@H](C)CO)C3=O)cc1,2,-6,-15,-10,2,10,-12,0
COc1ccccc1C(=O)Nc1nnc(SCC(=O)NCC2CCCO2)s1 (stereo not drawn),-9,·,-106,-33,-3,8,-2,11
CCOc1ccc2nc(SCC(=O)Nc3cccc(S(=O)(=O)NC4=NCCCCC4)c3)[nH]c2c1,-6,-10,17,-24,-5,-5,-1,-5
CC1=C(C(=O)OCC2CCCO2)C(c2ccccc2)NC(=O)N1 (stereo not drawn),-6,-2,·,-5,0,3,0,4
Cn1c(=O)c2c(nc(SCC(=O)NCc3ccc4c(c3)OCO4)n2Cc2ccccc2)n(C)c1=O,-9,2,·,·,-1,·,-1,11
COc1ccc(/C=C2/SC(=S)N(CCCC(=O)Nc3ccc(O)cc3)C2=O)cc1OC,0,·,·,11,-1,3,-16,·
CCc1ccc(N/C(N)=N/c2nc(CSc3ncccn3)cc(=O)[nH]2)cc1,·,-8,13,-16,·,-9,1,·
C[C@H](CO)N1C[C@H](C)[C@@H](CN(C)S(=O)(=O)c2ccccc2)Oc2cc(-c3cccc(F)c3)ccc2S1(=O)=O,2,-18,·,16,-1,-9,8,-18
CN1CCN(S(=O)(=O)c2cccc(S(=O)(=O)c3ccc(Cl)c(Cl)c3)c2)CC1,9,-17,·,·,-3,·,-5,9
O=C(NCC(c1ccco1)N1CCc2ccccc2C1)c1c(F)cccc1F (stereo not drawn),11,·,7,-17,-10,14,0,-1
COc1cc(NC(=O)CSc2nc3[nH]ncc3c(=O)n2-c2ccc(Cl)cc2)cc(OC)c1,1,8,-3,6,0,-7,2,-64
Cn1cc(Cc2ccc(C(=O)N3CCOCC3)cn2)c2ccccc21,-5,·,1,19,1,11,·,5
CCCC(=O)N1CCC2(CC1)CN(C(=O)c1ccc(F)cc1)[C@@H](CO)c1[nH]c3cc(OC)ccc3c12,·,-1,-10,-12,·,12,·,·
CC(=O)N/N=C/c1cc(C(C)(C)C)cc(/C=N/NC(C)=O)c1O,-1,1,12,9,-5,-9,62*,·
CCN(CC)c1ncnc2c1ncn2Cc1c(Cl)cccc1Cl,7,-1,·,·,-1,·,-2,6
CC(=O)Nc1ccc(S(=O)(=O)Nc2ccc(NC(=O)c3ccco3)cc2)cc1,-3,20,·,·,3,·,·,-3
CS(=O)(=O)c1ccc(Cl)c(NC(=O)C2CCCCN2S(=O)(=O)c2ccccc2)c1 (stereo not drawn),-7,5,8,-22,0,-8,-2,-2
NS(=O)(=O)c1cc(C(=O)NCC2CCCCC2)ccc1Cl,1,-6,2,3,-1,-14,1,8
COc1ccc(NC(=O)COC(=O)CCCc2c[nH]c3ccccc23)cc1,-2,·,·,·,-1,·,2,0
COc1ccc(C=C2CCC3C(CCCC34OCCO4)C2=O)cc1 (stereo not drawn),0,0,-105,·,-7,·,·,-2
CC(=O)Nc1ccc(Nc2c([N+](=O)[O-])cc(S(C)(=O)=O)cc2[N+](=O)[O-])cc1,·,·,18,3,·,-4,-10,·
O=C1CC(c2cc(Br)ccc2F)c2cc3c(cc2N1)CCC3 (stereo not drawn),1,12,·,·,-2,·,-6,·
Cc1ccc(C(=O)COC(=O)CNS(=O)(=O)c2ccccc2)cc1[N+](=O)[O-],5,-5,·,·,0,·,0,2
Cc1sc2nc(CSc3cccc(C(F)(F)F)c3)[nH]c(=O)c2c1C,·,·,-7,-1,·,-4,-5,1
Cc1ccc(C(=O)NCCNC(=O)c2ccc(C)nc2)cc1,1,·,-1,10,-1,-4,4,-17
c1ccc(OCc2nnc3sc(C4COc5ccccc5O4)nn23)cc1 (stereo not drawn),11,1,-17,-20,1,-4,-10,25
O=C1c2cccnc2C(=O)N1c1cccc(-c2nc3ccccc3o2)c1,-5,-10,·,·,-5,·,-1,6
COc1cc2c(C(=O)N3CCCc4ccccc43)cn(C)c(=O)c2cc1OC,0,13,11,·,2,·,-2,2
O=C(CC1C(=O)NC2CCCCC2N1C(=O)c1ccc([N+](=O)[O-])cc1)Nc1ccccc1 (stereo not drawn),·,5,18,2,·,-18,7,-4
O=C(CSc1ccc2nnc(-c3cccc(F)c3)n2n1)NCC1CCCO1 (stereo not drawn),1,9,·,1,0,3,0,-7
CC(C)CCCN1CCN=C1N(C)C,-3,13,16,10,10,8,-4,-12
Cc1cc([N+](=O)[O-])nn1CCCC(=O)NCc1ccc(F)cc1,·,2,4,2,·,-7,·,1
Oc1ccc(/C=N/n2c(COc3ccccc3)n[nH]c2=S)c(O)c1,2,9,3,-9,1,-3,16,7
Cc1ccc(C(=O)c2c3ccccc3[n+]([O-])n2CCC(N)=O)cc1,-8,8,5,-4,-3,18,-3,9
CCCCN(C)C(=O)c1coc(=O)c2ccccc12,1,-13,5,·,-2,·,0,2
COc1ccc(CCN(C)C(=O)c2cncc(Br)c2)cc1OC,10,0,1,-7,5,12,-3,-2
CC1CCN(S(=O)(=O)c2ccc3c(c2)c(=O)c(C(=O)N2CCOCC2)cn3C)CC1,-2,-2,5,22,0,2,2,18
Cc1ccc(C)c(N2CCN(S(=O)(=O)c3ccc4c(c3)NC(=O)CO4)CC2)c1,-5,-7,8,1,-2,5,9,17
CN(C)C(=O)c1ccc(-c2ccc3c(c2)[C@H]2[C@H](CCN2C(=O)c2cnccn2)[C@H](CO)N3)cc1,0,0,1,-13,7,-1,2,-40
COCC(=O)NNC(=S)Nc1cccc(C)c1C,·,11,13,0,·,-3,2,·
CCN(CC)CCCNC(=O)CC1Oc2ccc(C)cc2NC1=O (stereo not drawn),5,3,-10,-1,6,-16,2,-3
O=C(OCc1ccc([N+](=O)[O-])cc1)C1CCN(S(=O)(=O)c2ccccc2)CC1,3,6,4,6,11,-2,-6,·
C[C@H](CO)N1C[C@H](C)[C@H](CN(C)S(=O)(=O)c2cccs2)Oc2ccc(NC(=O)Cc3cn(C)c4ccccc34)cc2C1=O,0,0,·,10,-1,-38,-3,104*
Cc1noc(C)c1S(=O)(=O)N(C)C[C@H]1Oc2ccc(NC(=O)Cn3cnnn3)cc2CC(=O)N([C@H](C)CO)C[C@@H]1C,2,-4,·,17,2,5,-6,7
Cc1sc(N/N=C/c2ccco2)nc1-c1ccccc1,·,5,-27,-36,·,6,13,·
C[C@@H]1CCCCO[C@H](CN(C)S(=O)(=O)c2ccc(F)cc2)[C@@H](C)CN([C@H](C)CO)C(=O)c2cc(N(C)C)ccc2O1,4,-2,2,6,-1,-3,0,-28
O=C(Nc1c2c(nn1-c1ccc(F)cc1)CSC2)c1ccc(S(=O)(=O)N2CCOCC2)cc1,3,-31,·,·,4,·,-23,13

# An excerpt from above with just PglD inh.
structure | PglD inh
COc1ccc(CCN(C)C(=O)c2cncc(Br)c2)cc1OC | 10
C[C@@H]1CCCCO[C@H](CN(C)S(=O)(=O)c2ccc(F)cc2)[C@@H](C)CN([C@H](C)CO)C(=O)c2cc(N(C)C)ccc2O1 | 4

# Profiles, looked up by structure. Screens in order: PglD inh | PGC1a acetyl inh | PAX8 reporter | LGR2 inh | Cneo AK release | GSIS activator | ARNT-TACC3 inh | Statin myotox sup
# `COc1ccc(CCN(C)C(=O)c2cncc(Br)c2)cc1OC` is listed with 10 | 0 | 1 | -7 | 5 | 12 | -3 | -2
# `CN(C)C(=O)c1ccc(-c2ccc3c(c2)[C@H]2[C@H](CCN2C(=O)c2cnccn2)[C@H](CO)N3)cc1` is listed with 0 | 0 | 1 | -13 | 7 | -1 | 2 | -40
